Assay outcomes: PubChem BioAssay, several laboratories
CRFR2-BP antag: blocks CRF-induced signaling of the CRF-BP/CRF-R2 complex; inhibition, % at 11.8 µM; HEK293 CRF-R2/CRF-BP, CRF-induced calcium fluorescence; AID 588475; 0.59% of 350,000 active;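 active means inhibition of the ligand-induced calcium signal above about 50% at the single tested concentration, limit read from the data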
M4 PAM: potentiates acetylcholine response at human M4 receptor; activation, % at 3 µM; CHO-K1 hM4/Gqi5, Fluo-8 calcium fluorescence, ACh EC20; 0% = ACh EC20, 100% = maximal ACh; 0.4% of 360,000 active; P08173; AID 624126;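 active means activation above its plate's cutoff, the mean activation of sample wells plus 3 SD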; further: some results filed as inactive read as strong as hits
Target sequence (P08173 whole entry, looked up): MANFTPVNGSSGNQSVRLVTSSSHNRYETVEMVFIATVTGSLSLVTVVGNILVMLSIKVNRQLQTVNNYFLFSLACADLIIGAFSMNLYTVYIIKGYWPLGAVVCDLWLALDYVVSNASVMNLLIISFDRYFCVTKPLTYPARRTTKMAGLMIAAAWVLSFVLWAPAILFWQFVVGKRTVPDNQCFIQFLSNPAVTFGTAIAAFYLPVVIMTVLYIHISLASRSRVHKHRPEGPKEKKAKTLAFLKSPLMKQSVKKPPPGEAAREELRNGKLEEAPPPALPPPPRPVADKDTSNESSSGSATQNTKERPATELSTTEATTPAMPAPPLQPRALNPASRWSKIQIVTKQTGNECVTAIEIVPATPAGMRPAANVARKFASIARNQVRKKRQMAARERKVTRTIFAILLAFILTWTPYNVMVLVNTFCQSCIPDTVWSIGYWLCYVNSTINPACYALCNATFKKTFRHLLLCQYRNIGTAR
M5 ag: CHRM5 agonism in calcium assay | 0.19% of 360,000 active | activation, % at 3 µM | CHO-K1 hM5 cells, Fluo-8 calcium fluorescence; 0% DMSO wells, 100% maximal acetylcholine response;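 active means activation above the run's mean over test compounds plus 3 SD, cut at about 23% in these data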;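 further: signal is peak over basal fluorescence ratio across the kinetic read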
Target sequence (P08912 whole entry, looked up): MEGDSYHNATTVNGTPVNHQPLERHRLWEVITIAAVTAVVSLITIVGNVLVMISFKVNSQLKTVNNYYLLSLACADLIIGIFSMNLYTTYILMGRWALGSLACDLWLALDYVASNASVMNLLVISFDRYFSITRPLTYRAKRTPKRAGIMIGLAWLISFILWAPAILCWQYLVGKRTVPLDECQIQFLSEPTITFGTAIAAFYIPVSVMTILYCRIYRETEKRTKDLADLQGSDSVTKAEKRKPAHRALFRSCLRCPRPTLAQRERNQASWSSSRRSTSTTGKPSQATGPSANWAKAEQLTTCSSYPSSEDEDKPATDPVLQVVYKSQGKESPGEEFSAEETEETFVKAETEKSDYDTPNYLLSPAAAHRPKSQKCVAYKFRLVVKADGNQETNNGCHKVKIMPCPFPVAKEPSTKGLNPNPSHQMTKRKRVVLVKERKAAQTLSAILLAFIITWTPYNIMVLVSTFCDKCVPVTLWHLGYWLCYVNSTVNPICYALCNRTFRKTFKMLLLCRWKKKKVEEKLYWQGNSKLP
TAAR1 agonist: human TAAR1 agonism | CHO RD-HGA16 TAAR1, Fluo-8 calcium fluorescence; vehicle wells 0%, saturating PEA agonist 100% | activation, % at 3 µM | 0.99% of 360,000 active | AID 624467;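 active means activation above the mean activation of all test compounds in the run plus 3 SD, cut at about 38% in these data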
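Test system: RD-HGA16 (CHO) cells co-expressing Gα16 and hTAAR1 | Doses: Single dose, 3 µM | Schedule: 17-24 h seeding, 75 min 37 °C dye, 30 min RT | Evaluation: % activation from peak over basal fluorescence ratio, DMSO-to-PEA scaled | Technique: Kinetic Fluo-8 calcium fluorescence | Benchmarks: Low control DMSO, high control PEA (EC100)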
CHRM5 PAM: positive allosteric modulators of human muscarinic M5 receptor. P08912. CHO-K1 hM5, Fluo-8 calcium, ACh EC20 PAM; 0% = ACh EC20, 100% = ACh EC100. activation, % at 3 µM. 0.3% of 360,000 active;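 active means activation above the run cutoff, the mean activation of all test compounds plus 3 SD, cut at about 18% in these data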
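system = human M5 receptor in CHO-K1 cells | reagent = EC20 acetylcholine as agonist stimulus | compound dosing = single-point, 3 µM nominal | incubation = Fluo-8 loading 80 min at 37 °C plus 30 min room temperature | detection = Fluo-8 calcium dye fluorescence, kinetic read | benchmarks = low control EC20 acetylcholine (0%), high control EC100 acetylcholine (100%)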
CHRM5 antagonist: blocks acetylcholine activation of human M5 receptor; P08912; CHO-hM5 cells, Fluo-8 calcium fluorescence, ACh EC80; inhibition, % at 3 µM; 0.59% of 360,000 active; AID 624040;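 active means inhibition above a per-plate cutoff, the mean of that plate's test compounds plus 3 SD, cut at about 27% in these data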;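 further: 0% = acetylcholine EC80 with DMSO and 100% = DMSO without agonist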
CRFR2-BP ag: agonists of human CRF-binding protein/CRF-R2 receptor complex; activation, % at 13.2 µM; AID 588473; 0.46% of 350,000 active; HEK293 CRF-R2/CRF-BP, calcium dye fluorescence (FLIPR); percent of saturating CRF peptide response;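 active means activation of at least 50%, plus an integration ratio under a set limit after plate pattern correction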;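 further: plate controls were neutral control wells without compound for no effect and CRF at EC100 for full effect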
TAAR1 antagonist: human TAAR1 antagonism. inhibition, % at 3 µM. 1.5% of 360,000 active. CHO RD-HGA16 TAAR1, Fluo-8 calcium fluorescence, antagonist. Q96RJ0;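 active means inhibition above a per-plate cutoff, the mean inhibition of test compounds on that plate plus 3 SD, cut at about 49% in these data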;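 further: 0% = DMSO plus EC80 beta-PEA response and 100% = DMSO alone without agonist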
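test system = CHO RD-HGA16 cells bearing hTAAR1 | replication = singlicate | controls = DMSO-only wells and EC80 β-PEA-stimulated wells | reagent = EC80 β-phenethylamine stimulus | read-out basis = percent inhibition of PEA-evoked calcium signal, max/basal emission ratio | schedule = seeding 17-24 h prior, 75-min 37 °C, 30-min RT dye loading | signal = kinetic Fluo-8 calcium fluorescence measurement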
M1 PAM parental: nonselective activator or artifact in parental CHO-K1 calcium assay; ATP EC20, Fluo-8 calcium fluorescence; 0% at ATP EC20, 100% at ATP max; activation, % at 3 µM; 0.02% of 360,000 active; AID 602247;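 active means activation above the run cutoff, the mean activation of all test compounds plus 3 SD, cut at about 40% in these data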;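 further: peak over basal fluorescence ratio in a 140 s read after ATP addition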
* = called active by the depositor; / = not tested or not shown.

Order of values – CHRM5 antagonist	CRFR2-BP antag	TAAR1 antagonist	CRFR2-BP ag	M4 PAM	TAAR1 agonist	M1 PAM parental	M5 ag	CHRM5 PAM
> CCN(CC(=O)Nc1c(F)cccc1F)C(=O)c1ccc(C(F)(F)F)cc1
  10	6	-4	-2.8	12	-1	-3	-2	2
> O=C(COC(=O)CNC(=O)C1CCCCC1)Nc1ccc(Cl)cc1F
  -4	11	-23	-8.4	0	8	20	-2	11
> CC(Oc1ccc(Cl)cc1)C(=O)Nc1sccc1C(N)=O (stereo not drawn)
  -1	19	-16	-7.3	-11	0	-4	-7	-13
> Cc1noc(C)c1COc1ccccc1C(=O)N1CCN(S(=O)(=O)c2ccccc2Br)CC1
  8	4	18	-1.8	5	4	6	-7	-11
> CN1CCN(C(=O)C(N)Cc2ccccc2)CC1 (stereo not drawn)
  5	0	8	1.8	9	6	10	0	1
> N#CCC(=O)N/N=C/c1ccc(Sc2nc3ccccc3s2)o1
  -3	1	-2	-0.6	9	14	9	2	2
> O=C(C[C@@H]1C/C=C\C[C@H](NC(=O)OCC2c3ccccc3-c3ccccc32)C(=O)OC[C@@H]2CCCN2C1=O)N[C@@H](CO)Cc1ccccc1
  0	-6	3	-2.0	4	6	2	4	4
> c1ccc(-c2ccccc2-c2nc(-c3cccnc3)no2)cc1
  -2	-13	-1	1.7	-5	12	15	-3	8
> Cc1cc(C)cc(N(C(=O)CNC(=O)c2ccco2)C(C(=O)NC2CCCCC2)c2ccncc2)c1 (stereo not drawn)
  3	14	-1	-2.3	1	2	12	-1	2
> COc1cccc(CN2CCCC(C(=O)N3CCCCC3)C2)c1 (stereo not drawn)
  8	-10	2	0.0	-5	2	10	-7	-4
> Cc1ccc(NC(=O)c2ccc(NCCc3ccccc3)c([N+](=O)[O-])c2)cc1F
  0	-22	6	1.7	12	1	23	-1	-6
> CCOC(=O)C1CCCN(C(=O)c2cncc(Br)c2)C1 (stereo not drawn)
  3	-5	19	0.0	-5	1	12	-4	4
> CCN1CCN(C(c2cccs2)C(C)NC(=O)c2cccc(OC)c2)CC1 (stereo not drawn)
  1	-8	-28	-1.5	3	2	20	-4	-3
> COc1cc(C(=O)N(Cc2ccccn2)CC2CCCO2)cc(OC)c1OC (stereo not drawn)
  6	-3	20	3.3	5	-1	23	-3	-5
> CCOc1ccc2c(c1)c(=O)c(S(=O)(=O)c1ccc(CC)cc1)cn2C
  8	1	-5	-1.9	5	0	9	-5	-3
> COc1ccc(-c2noc(C3CCCN(C(=O)c4cccs4)C3)n2)cc1 (stereo not drawn)
  3	-17	-11	1.8	5	3	8	5	-3
> Cc1ccc(-n2c(SCC(=O)NCCN3C(=O)CSC3=O)nnc2-c2ccccc2)cc1
  -9	6	5	-1.0	4	1	14	0	3
> O=C(NC1CC1)c1cc(F)c(F)cc1Cl
  6	1	8	0.2	3	5	16	1	-4
> CC1CCCC2(C1)NC(=S)N(c1ccccc1)N2 (stereo not drawn)
  9	1	-7	-1.8	-9	5	10	-5	-6
> Cc1ccc(C(=O)N2CC(=O)Nc3ccc(F)cc3C2c2ccccc2)cc1 (stereo not drawn)
  7	-36	13	3.4	-5	7	-7	-3	-1

More compounds:
Order of values – CHRM5 antagonist	CRFR2-BP antag	TAAR1 antagonist	CRFR2-BP ag	M4 PAM	TAAR1 agonist	M1 PAM parental	M5 ag	CHRM5 PAM
> O=C(NC1CCCC1)c1cnn2c(C(F)(F)F)cc(-c3ccco3)nc12
  9	-12	13	0.3	-1	6	15	-2	-4
> Fc1ccc(-c2csc(NC3=NCCC3)n2)cc1
  7	13	-13	-3.5	-1	0	19	-3	5
> CCOC(=O)c1ccc(S(=O)(=O)NNC(=O)COc2ccccc2C)cc1
  4	10	7	-0.6	13	-1	30	0	-4
> CN1CCN(c2nc3cc(N4CCOCC4)ccc3s2)CC1
  -1	-1	16	-1.2	3	1	6	1	0
> Cc1cc(Nc2ccc(N(C)C)cc2)n2ncnc2n1
  -4	4	-14	0.8	1	0	-3	-4	6
> COc1ccc(CNC(=O)C(OC(=O)c2ccco2)c2ccc(F)cc2)cc1 (stereo not drawn)
  6	19	17	-0.7	10	1	7	-3	-2
> Cc1nn(CC(=O)N2CCN(C(=O)c3ccco3)CC2)c(C)c1[N+](=O)[O-]
  1	3	-13	-4.5	3	1	21	4	6
> Cc1ccsc1C(=O)N1CCC(N2CCC(C(=O)NCC3CCCO3)CC2)CC1 (stereo not drawn)
  5	-14	16	0.0	-7	3	22	-2	-1
> CCN(CC)S(=O)(=O)c1ccc(N2CCCC2)c(NC(=O)Cc2ccc(OC)cc2)c1
  12	6	-1	-5.2	1	-1	14	-2	-5
> CN(Cc1ccccn1)C(=O)c1cc(COc2ccc(F)cc2Cl)on1
  7	13	-4	-4.3	0	2	15	1	-7
> Cc1ccc(C(=O)Nc2ccc(Br)c(C(F)(F)F)c2)cc1
  7	-6	13	5.5	-23	4	-6	-3	-11
> Cc1oc(-c2cccc(Cl)c2)nc1CN1CCCC(C(=O)NCc2ccco2)C1 (stereo not drawn)
  -1	3	-5	-0.4	-3	2	12	-3	0
> CCOc1ccc(C(=O)NCc2ccncc2)cc1
  -2	-15	5	2.2	4	5	16	1	-3
> OC(c1cccc(Cl)c1)c1nc(-c2cc3ccccc3o2)cs1 (stereo not drawn)
  -7	/	61*	/	-5	24	3	2	2
> COCCNC(=S)N(CCO)Cc1cc2cc3c(cc2[nH]c1=O)OCO3
  0	-5	-16	-0.7	3	3	11	-2	0
> O=C(CNC1=NCCC1)c1ccc(Cl)cc1
  -3	2	-1	-1.2	-1	1	8	-1	2
> CSCC(=O)N1CCCC(CO)(Cc2ccccc2C)C1 (stereo not drawn)
  -9	28	-4	-0.1	6	10	28	-1	4
> O=C(c1cccc(Cl)c1)N1CCC2(CC1)NCCc1[nH]cnc12
  15	-2	-32	-0.6	-3	5	-20	-4	-7
> O=C(CN1CCN(C(=O)c2ccco2)CC1)Nc1cccc([N+](=O)[O-])c1
  10	3	-7	-0.6	1	1	16	0	1
> CC(C)NC(=O)Nc1cccc2c1O[C@H](CN(C)C(=O)NC1CCCCC1)[C@@H](C)CN([C@H](C)CO)C2=O
  8	-3	7	2.2	-4	3	14	4	-1

(listing goes on)
Order of values – CHRM5 antagonist	CRFR2-BP antag	TAAR1 antagonist	CRFR2-BP ag	M4 PAM	TAAR1 agonist	M1 PAM parental	M5 ag	CHRM5 PAM
> N/C(=N\OC(=O)c1cccnc1)c1ccccc1Cl
  6	5	12	0.8	-4	0	14	-3	1
> Cc1cc(=O)oc(C)c1C(=O)N1CCN(c2ccc(F)cc2)CC1
  -8	-4	1	-0.2	-3	1	2	1	8
> CN(C)c1ccc(/C=C/C(=O)c2c(O)c3ccccc3oc2=O)cc1
  18	-81	12	129*	-13	13	9	26*	-11
> O=C(C1CCN(S(=O)(=O)c2cccnc2)CC1)N1CCN(c2cccc(Cl)c2)CC1
  2	6	5	-1.3	-4	6	19	6	-9
> CCOc1ccccc1NC(=O)NCCN1CCCCC1
  0	-17	-10	0.9	1	5	-3	-3	1
> CCN(CC)c1cc(C)c2cc(NC(=O)CNC(C)=O)ccc2n1
  -4	4	14	1.9	3	5	5	-1	5
> C=C1CCN([C@@H](CC(C)C)C(=O)NCc2ccco2)S(=O)(=O)c2ccccc21
  0	8	-5	-2.7	0	0	18	-1	8
> O=c1c2ccccc2[nH]c(=S)n1CCCN1CCN(C2CCCCC2)CC1
  11	4	-3	-1.1	-13	4	16	-10	-6
> CCC(C)NC(=O)CC1Oc2ccc(C)cc2NC1=O (stereo not drawn)
  3	0	24	0.0	4	1	8	1	-2
> CC1=CC(C)(C)N(C(=O)c2ccc(F)cc2)c2cc3c(cc21)OCO3
  -1	-53	37	15	-3	59*	28	18	1
> COCCN(C(=O)COC(=O)C12CC3CC(CC(Cl)(C3)C1)C2)c1c(N)n(Cc2ccccc2)c(=O)[nH]c1=O
  -1	-5	-14	-0.5	27*	0	7	2	1
> COc1cc(CNc2nc(C)c([N+](=O)[O-])c(C)c2C#N)cc(OC)c1
  1	2	-4	1.5	-4	11	7	0	-2
> CCn1c(SCC(=O)Nc2ccc(N(C)C)cc2)nnc1-c1ccco1
  0	10	-27	0.0	-2	3	-1	0	2
> COc1cc(C(=O)Nc2ccc3c(c2)OCO3)ccc1OCc1c(C)noc1C
  6	8	2	-0.6	-3	-1	4	-5	-3
> CC1(C(=O)NCCc2ccccc2)Cc2c(-c3ccc(C(N)=O)cc3)ccnc2O1 (stereo not drawn)
  8	/	-18	/	0	6	-5	0	-1
> CC1=CCC2C(=O)N(Cc3ccccc3)C(=O)C2C1 (stereo not drawn)
  -3	-5	-5	6.8	16	4	13	-5	7
> C[C@@H]1CC2[C@@H]3CC[C@H]4CC(=O)CC[C@]4(C)C3=CC[C@]2(C)[C@@]1(O)C(=O)CO (stereo partly drawn)
  -3	-9	-18	0.8	2	6	3	2	-4
> CC(C)(C)n1ncc2c(=O)n(CC(=O)c3ccccc3)cnc21
  4	4	-4	-0.1	0	14	19	2	-6
> CCCc1ccc(C(O)c2ncc(-c3ccccc3F)[nH]2)cc1 (stereo not drawn)
  -7	/	-7	/	2	3	6	2	-6
> Cn1c(=O)c2cc(S(=O)(=O)NC(Cc3ccccc3)C(=O)NCC3CCCO3)ccc2n(C)c1=O (stereo not drawn)
  9	8	-31	-1.3	8	0	14	-5	6

More entries
Order of values – CHRM5 antagonist	CRFR2-BP antag	TAAR1 antagonist	CRFR2-BP ag	M4 PAM	TAAR1 agonist	M1 PAM parental	M5 ag	CHRM5 PAM
> O=C(NC1=NCCS1)c1cccc(F)c1
  4	-8	-24	-0.7	-5	4	10	-2	-6
> Cc1ccc(NC(=O)/C(=C\c2cccs2)NC(=O)c2ccccc2)cc1
  -5	13	-1	-0.9	-1	8	6	0	-3
> CSc1cccc(NC(=O)C2CCCN(c3ncnc4c3nc3n4CCCCC3)C2)c1 (stereo not drawn)
  6	7	32	-2.4	-4	0	1	-4	-8
> COc1ccccc1C(=O)NCCC(=O)N1CC=C(c2ccccc2)CC1
  -3	6	-14	0.1	6	2	-8	1	-2
> COc1ccccc1CN1CCN(Cc2nc(-c3ccc(C)cc3)oc2C)CC1
  -9	-3	-25	0.4	0	-1	-9	-9	8
> CCN=C1SCC(=O)N1c1ccc(OC)cc1
  1	-7	-8	-1.1	-3	4	24	-1	-1

Three records drawn at random from those above, as already listed:
Order of values – CHRM5 antagonist	CRFR2-BP antag	TAAR1 antagonist	CRFR2-BP ag	M4 PAM	TAAR1 agonist	M1 PAM parental	M5 ag	CHRM5 PAM
> CCN=C1SCC(=O)N1c1ccc(OC)cc1
  1	-7	-8	-1.1	-3	4	24	-1	-1
> CSc1cccc(NC(=O)C2CCCN(c3ncnc4c3nc3n4CCCCC3)C2)c1 (stereo not drawn)
  6	7	32	-2.4	-4	0	1	-4	-8
> COc1ccccc1CN1CCN(Cc2nc(-c3ccc(C)cc3)oc2C)CC1
  -9	-3	-25	0.4	0	-1	-9	-9	8
